CHRM5 agonist: CHRM5 agonism in calcium assay; activation, % at 3 µM; hit rate 0.19% among 360,000; AID 624037; CHO-K1 hM5 cells, Fluo-8 calcium fluorescence; 0% DMSO wells, 100% maximal acetylcholine response;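 active = activation above the run's mean over test compounds plus 3 SD, cut at about 23% in these data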;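 note: signal is peak over basal fluorescence ratio across the kinetic read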
Target sequence (P08912 whole entry, looked up): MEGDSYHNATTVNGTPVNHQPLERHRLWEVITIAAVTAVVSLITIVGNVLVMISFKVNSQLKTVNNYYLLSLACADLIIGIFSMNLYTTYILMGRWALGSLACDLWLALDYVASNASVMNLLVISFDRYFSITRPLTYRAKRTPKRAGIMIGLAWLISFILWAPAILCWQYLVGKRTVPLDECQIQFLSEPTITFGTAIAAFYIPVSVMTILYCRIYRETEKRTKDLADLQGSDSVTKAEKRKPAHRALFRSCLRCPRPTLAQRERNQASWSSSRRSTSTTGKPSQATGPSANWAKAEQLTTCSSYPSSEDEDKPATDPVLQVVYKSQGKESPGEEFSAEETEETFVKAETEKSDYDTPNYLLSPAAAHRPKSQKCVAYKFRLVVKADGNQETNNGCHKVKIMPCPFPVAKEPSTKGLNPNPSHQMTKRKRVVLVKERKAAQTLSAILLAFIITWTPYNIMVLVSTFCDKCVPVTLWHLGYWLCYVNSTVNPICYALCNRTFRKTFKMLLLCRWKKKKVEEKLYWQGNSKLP
CHRM4 agonist: CHRM4 agonism in calcium assay. hit rate 0.14% among 360,000. activation, % at 3 µM. P08173. CHO-K1 hM4/Gqi5, Fluo-8 calcium fluorescence; vehicle 0%, full acetylcholine response 100%. AID 624127;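 active = activation above the run mean over all test wells plus 3 SD, cut at about 32% in these data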;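 note: peak over basal fluorescence ratio per well then scaled between controls; 0% = DMSO wells and 100% = acetylcholine at EC100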
M5 PAM: CHRM5 positive allosteric modulation; activation, % at 3 µM; hit rate 0.3% among 360,000; P08912; CHO-K1 hM5, Fluo-8 calcium, ACh EC20 PAM; 0% = ACh EC20, 100% = ACh EC100; AID 624038;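 active = activation above the run cutoff, the mean activation of all test compounds plus 3 SD, cut at about 18% in these data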
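Replicates: One well per compound, no replicates | System: Human M5 receptor in CHO-K1 cells | Benchmarks: Low control EC20 acetylcholine (0%), high control EC100 acetylcholine (100%) | Probe or stimulus: Acetylcholine, EC20 level | Times: Fluo-8 loading 80 min at 37 °C plus 30 min room temperature | Signal: Intracellular calcium via Fluo-8 fluorescence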
M1 PAM: potentiates human M1 receptor response to acetylcholine; CHO-K1 hM1, Fluo-8 calcium fluorescence, ACh EC20; 0% = ACh EC20, 100% = maximal ACh; hit rate 0.088% among 360,000; activation, % at 3 µM; in the data active = activation above about 19%, passing the limit was not always enough
Target sequence (P11229 whole entry, looked up): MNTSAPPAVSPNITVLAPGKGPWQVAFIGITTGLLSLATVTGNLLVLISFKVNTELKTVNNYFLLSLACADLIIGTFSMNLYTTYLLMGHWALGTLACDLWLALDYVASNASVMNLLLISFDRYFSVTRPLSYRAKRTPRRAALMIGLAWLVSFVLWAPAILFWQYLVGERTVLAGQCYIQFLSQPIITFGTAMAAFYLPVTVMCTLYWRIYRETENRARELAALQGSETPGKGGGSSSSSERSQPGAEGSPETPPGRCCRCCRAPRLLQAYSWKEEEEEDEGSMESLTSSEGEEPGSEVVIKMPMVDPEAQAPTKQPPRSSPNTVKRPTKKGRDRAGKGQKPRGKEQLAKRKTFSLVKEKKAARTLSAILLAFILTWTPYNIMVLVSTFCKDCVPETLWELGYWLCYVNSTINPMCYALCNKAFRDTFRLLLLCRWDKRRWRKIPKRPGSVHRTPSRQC
CHRM5 antagonist: CHRM5 antagonism in calcium assay | hit rate 0.59% among 360,000 | CHO-hM5 cells, Fluo-8 calcium fluorescence, ACh EC80 | P08912 | inhibition, % at 3 µM;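 active = inhibition above a per-plate cutoff, the mean of that plate's test compounds plus 3 SD, cut at about 27% in these data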;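 note: 0% = acetylcholine EC80 with DMSO and 100% = DMSO without agonist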
CRFBP-R2 agonist: CRF-BP/CRF-R2 complex agonism; HEK293 CRF-R2/CRF-BP, calcium dye fluorescence (FLIPR); percent of saturating CRF peptide response; activation, % at 13.2 µM; hit rate 0.46% among 350,000;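 active = activation of at least 50%, plus an integration ratio under a set limit after plate pattern correction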;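 note: plate controls were neutral control wells without compound for no effect and CRF at EC100 for full effect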
M4 PAM: positive allosteric modulators of human muscarinic M4 receptor | P08173 | CHO-K1 hM4/Gqi5, Fluo-8 calcium fluorescence, ACh EC20; 0% = ACh EC20, 100% = maximal ACh | activation, % at 3 µM | hit rate 0.4% among 360,000 | AID 624126;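 active = activation above its plate's cutoff, the mean activation of sample wells plus 3 SD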; note: some results filed as inactive read as strong as hits
M1 antag: antagonists of human M1 muscarinic receptor | P11229 | CHO-K1 hM1, Fluo-8 calcium fluorescence, ACh EC80 antagonist | inhibition, % at 3 µM | hit rate 1.3% among 360,000 | AID 588852;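 active = percent inhibition above its own plate's cutoff, namely the mean of that plate's compound wells plus 3 SD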;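 note: peak over basal fluorescence ratio during 140 s after agonist addition; 0% = ACh EC80 plus DMSO and 100% = DMSO alone without agonist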
CHRM4 antagonist: antagonists of human muscarinic M4 receptor (CHRM4) | hit rate 0.73% among 360,000 | AID 624125 | inhibition, % at 3 µM | CHO-hM4 cells, ACh EC80, Fluo-8 calcium fluorescence | P08173;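 active = inhibition above its plate's cutoff, the mean inhibition of sample wells plus 3 SD, cut at about 27% in these data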;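 note: 0% = acetylcholine EC80 with DMSO and 100% = DMSO without agonist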
An asterisk follows results filed as active; x = not tested or not shown; & = joins results of further samples. Compounds as they come (roughly 2.8% active in at least one column).

CHRM5 agonist,CHRM4 agonist,M5 PAM,M1 PAM,CHRM5 antagonist,CRFBP-R2 agonist,M4 PAM,M1 antag,CHRM4 antagonist,molecule
1,0,-6,1,7,0.1,-3,3,3,Cc1nc(N/N=C/c2ccccc2)nc(N(C)c2ccccc2)c1[N+](=O)[O-]
2,9,-11,-5,6,0.5,-5,5,-10,CCC(Sc1nnc(-c2ccc(C)c(Cl)c2)n1CC)C(=O)Nc1nccs1 (centres undefined)
2,-1,1,3,-5,0.3,-4,1,0,CC(C)=CCC(C)(C)C1OCCN1C(=O)c1ccccc1 (centres undefined)
-3,0,3,7,0,0.1,-2,-5,-7,OCCCc1cn(Cc2ccccc2)c2ccccc12
-8,1,-4,7,6,-1.9,12,-12,1,O=C(c1ccc(S(=O)(=O)N2CCCCC2)cc1)N(c1ccccn1)C1CCCCC1
4,1,-4,-8,-1,3.8,-1,13,4,CC1CCCCC1NC(=O)COC(=O)CCC(=O)c1cccs1 (centres undefined)
-6,0,-3,6,10,-0.3,6,-6,7,O=C(NC1CCCCCC1)c1ccco1
2,1,-6,-2,2,0.5,-6,-5,12,Cc1ccn2cc(C(=O)Nc3ccccc3N3CCOCC3)nc2c1
-1,1,-3,6,2,-1.3,-3,-1,7,Cc1ccc(SCC(=O)Nc2ccc(N3CCOCC3)cc2)cc1
-3,1,-8,1,20,-0.7,8,-9,-19,CC1CCCN(C(=O)COC(=O)Cc2ccc(Cl)cc2)C1 (centres undefined)
-4,0,-5,0,6,0.5,-1,4,-6,COc1ccc(CC(=O)N(Cc2ccccc2)c2ccc(C)cc2)cc1OC
1,1,-6,2,6,-0.5,1,-1,-1,CCCS(=O)(=O)N1CCC(C(=O)NCCc2ccc(OC)c(OC)c2)CC1
-12,0,-14,-6,-3,3.0,-7,13,-8,N=c1ccn(Cc2ccc(Cl)cc2)cc1
-5,9,-16,-20,17,-1.4,-33,55*,81*,Cc1ccc(S(=O)(=O)c2cccc(S(=O)(=O)N3CCCC3)c2)cc1S(=O)(=O)N1CCCC1
6,12,-13,-1,6,-0.4,-5,1,10,CCOc1ncccc1C(=O)Nc1cccc(C(=O)Nc2cccc(S(=O)(=O)CCO)c2)c1
-6,1,6,0,-2,0.2,5,-3,-17,CCn1c(C)c(CCC(=O)O)c(=O)n2nc(-c3ccccc3OC)cc12
1,1,3,-16,3,-0.3,13,19,-8,CC(C)NC(=O)Nc1ccc2c(c1)C(=O)N([C@@H](C)CO)C[C@@H](C)[C@H](CN(C)Cc1ccccc1)OCCCC[C@H](C)O2
1,6,-5,2,13,1.1,-6,-5,16,COc1ccc2cc(/C=C/C(=O)N3CCN(CC(=O)N4CCCCCC4)CC3)ccc2c1
-11&-6,0&1,2&11,-2&-4,-8&-14,-0.7&3.3,-4&-4,-21&0,-8&-8,COc1ccc(S(=O)(=O)N2CCN(C3CCCCCCC3)CC2)cc1
-3,0,7,12,3,-0.6,6,-15,-3,COC(=O)Oc1ccc(/C=N/NS(=O)(=O)c2ccccc2)cc1OC
1,-1,-4,1,14,0.6,8,-4,-11,CC[C@@H]1C(c2cccc(C)c2)=NN(c2ccccc2)[C@H]1C(=O)N1CCOC1=O
-2,5,-7,15,2,2.6,1,-12,-1,CC(=O)Nc1ccc(C(=O)OCC(=O)c2ccc(S(=O)(=O)N3CCCCC3)cc2)cc1
-6,0,0,7,9,2.3,-4,-17,3,Cn1c(/C=C/c2cccc([N+](=O)[O-])c2)c([N+](=O)[O-])c(=O)n(C)c1=O
0,1,0,5,-2,x,7,-10,-21,CCCS(=O)(=O)NC(=O)C1(C)CCN(C(=O)c2ccc(OC)cc2OC)C1 (centres undefined)
-2,0,0,7,6,-0.5,-3,-13,4,CC(=O)c1ccc(NC(=S)Nc2cccc(Cl)c2C)cc1
2,2,-11,1,3,-1.3,-2,-6,13,O=C(N=c1nc2ccccn2s1)c1ccccc1
-2,0,-9,-1,3,x,3,3,-13,CCOC1=C2[C@H](c3ccccc3)N(S(=O)(=O)c3ccc(C)cc3)[C@H](C(C)C)[C@H]2n2c(=O)n(-c3ccccc3)c(=O)n2C1
3,1,2,5,4,2.3,-3,-8,13,COc1ccc2cc(S(=O)(=O)N3CCCCC3)ccc2c1S(=O)(=O)N1CCCCC1
-1,2,-4,9,0,-4.4,-3,-10,-15,Cc1cccc(NC(=O)C2CCCN(S(=O)(=O)c3cccs3)C2)c1C (centres undefined)
0,2,0,5,0,1.0,-2,-5,-5,COCCCNC(=S)NNC(=O)c1cc(-c2ccncc2)nc2ccccc12
0,4,0,7,-2,-1.3,10,-12,8,COC(=O)c1cc(-n2cccc2)ccc1N1CCOCC1
-2,0,-1,6,6,4.4,0,-7,4,CC(C)Cc1ccc(S(=O)(=O)N2CCN(c3ccccn3)CC2)cc1
0,3,-1,0,1,-1.4,-2,3,7,CSc1ccc(/C=C(/NC(=O)c2ccco2)C(=O)N2CCCCC2)cc1
1,1,-2,2,0,-1.6,-5,3,7,COc1cc(/C=C2/NC(=O)N(Cc3ccccc3F)C2=O)ccc1Oc1ccc([N+](=O)[O-])cn1
0,1,2,0,-4,1.2,4,-1,4,Cc1ccc(C)c(NC(=O)CCCCCCCCCCC2COCCO2)c1 (centres undefined)
-2,0,-7,-2,4,0.2,-4,-3,2,O=S(=O)(c1ccc(N2CCCC2)nc1)N1CCOCC1
3,2,5,19,-1,1.1,0,-19,7,CCOC(=O)c1cnn(-c2ccccc2)c1NC(=O)CN1CCOCC1
0,0,11,6,-3,-1.4,5,-1,-3,CC1CC(C)CN(S(=O)(=O)CCNC(=O)c2ccccc2)C1 (centres undefined)
-1,1,-7,-5,2,-6.4,3,4,5,Cc1ccc(C)c2[nH]c(=O)c(CN(CC3CCCO3)C(=O)NC3CCCCC3)cc12 (centres undefined)
-1,0,2,6,-4,0.8,3,-2,9,COc1cc2c(cc1OC)-c1nnc(C)n1C(C)(C)C2
4,8,-3,2,18,-1.6,14,-9,2,Cc1nc(-c2noc(-c3cccc(Cl)c3)n2)c(C(F)(F)F)o1
0,0,5,5,6,-1.0,2,-3,3,COc1cc(OC)c(OC)cc1/C=C/C(=O)OCC(=O)Nc1c(C)n(C)n(-c2ccccc2)c1=O
2,2,-3,-3,4,-1.0,-1,2,9,Cc1noc(C)c1S(=O)(=O)Nc1ccc(C(=O)N2CCCCC2)cc1
-2,1,0,0,-3,7.3,2,-4,-29,CCCCN1CCC(CN2C(=O)C(=O)NC[C@@H]2Cc2ccccc2)CC1
3,5,-7,8,4,-1.2,0,-23,-5,CCn1c(Cn2nnc(-c3ccccc3)n2)nnc1SCC(=O)Nc1ccccc1
5,8,-29,1,5,-2.6,-9,4,-8,CCC(C)Nc1nc(-c2cccc(OC)c2O)nc2ccccc12 (centres undefined)
3,0,7,2,-1,-3.1,13,6,1,O=C(O)CCCCCN1C(=O)C(O)=C(C(=O)/C=C/c2ccccc2)C1c1ccc2c(c1)OCO2 (centres undefined)
0,4,-2,4,6,0.6,-2,-10,-4,O=C(CCN1C(=O)C2CC=CCC2C1=O)Nc1ccc(S(=O)(=O)N2CCCCC2)cc1 (centres undefined)
-2,11,-14,3,-9,-0.4,-6,-7,-13,CCn1cc(CNC(=O)c2cc(-c3ccccc3OC)nc3ccccc23)c(C)n1
-3,0,-1,8,2,0.7,0,-1,9,Cc1cc(N)c(C)c([N+](=O)[O-])c1C
-3,0,7,0,3,0.8,0,-2,0,O=C(c1ccc(-c2ccccc2Cl)o1)N1CCCCCCC1
1,1,-10,2,14,7.4,-10,9,7,CN(C)S(=O)(=O)N1CCN(Cc2ccccc2)CC1
3,1,-4,-4,-2,1.1,2,27,1,CC(C)N(C(=O)Cn1cnc2c(cnn2-c2ccccc2Cl)c1=O)C(C)C
3,1,6,7,7,-2.3,4,5,-4,CSCCC(NC(=O)c1ccccc1)C(=O)OCC(=O)N(C)CCC#N (centres undefined)
1,0,4,3,-14,-0.4,-7,-3,2,Cc1ccccc1C(=O)NNC1=NCCC1
3,1,-4,5,0,2.1,5,-5,11,O=C(Nc1ccc2c(c1)nc1n2CCN(Cc2ccccc2)C1)NC1CCCCC1
-2,1,6,9,-7,-0.8,4,-6,2,O=C(COc1ccc(Br)cc1)Nc1ccc(-c2nnc(-c3ccco3)o2)cc1
0,0,3,9,2,1.4,-2,-14,6,O=C(NC1CCCC1)C1CC(=O)N(c2ccccc2)C1 (centres undefined)
2,1,0,10,-11,-1.0,6,-27,-11,Cc1cc(C)c(/C=N/NC(N)=O)c(C)c1/C=N/NC(N)=O

Entries of single compounds, looked up by structure:
Listed for CCn1cc(CNC(=O)c2cc(-c3ccccc3OC)nc3ccccc23)c(C)n1 = CHRM5 agonist: -2; CHRM4 agonist: 11; M5 PAM: -14; M1 PAM: 3; CHRM5 antagonist: -9; CRFBP-R2 agonist: -0.4; M4 PAM: -6; M1 antag: -7; CHRM4 antagonist: -13
Listed for CC(C)N(C(=O)Cn1cnc2c(cnn2-c2ccccc2Cl)c1=O)C(C)C = CHRM5 agonist: 3; CHRM4 agonist: 1; M5 PAM: -4; M1 PAM: -4; CHRM5 antagonist: -2; CRFBP-R2 agonist: 1.1; M4 PAM: 2; M1 antag: 27; CHRM4 antagonist: 1

Pulled one by one from above, 4 records:
CHRM5 agonist,CHRM4 agonist,M5 PAM,M1 PAM,CHRM5 antagonist,CRFBP-R2 agonist,M4 PAM,M1 antag,CHRM4 antagonist,molecule
2,-1,1,3,-5,0.3,-4,1,0,CC(C)=CCC(C)(C)C1OCCN1C(=O)c1ccccc1 (centres undefined)
1,0,-6,1,7,0.1,-3,3,3,Cc1nc(N/N=C/c2ccccc2)nc(N(C)c2ccccc2)c1[N+](=O)[O-]
3,1,2,5,4,2.3,-3,-8,13,COc1ccc2cc(S(=O)(=O)N3CCCCC3)ccc2c1S(=O)(=O)N1CCCCC1
0,1,0,5,-2,x,7,-10,-21,CCCS(=O)(=O)NC(=O)C1(C)CCN(C(=O)c2ccc(OC)cc2OC)C1 (centres undefined)

Structural class, those above with a nitro group on carbon
CHRM5 agonist,CHRM4 agonist,M5 PAM,M1 PAM,CHRM5 antagonist,CRFBP-R2 agonist,M4 PAM,M1 antag,CHRM4 antagonist,molecule
1,0,-6,1,7,0.1,-3,3,3,Cc1nc(N/N=C/c2ccccc2)nc(N(C)c2ccccc2)c1[N+](=O)[O-]
-6,0,0,7,9,2.3,-4,-17,3,Cn1c(/C=C/c2cccc([N+](=O)[O-])c2)c([N+](=O)[O-])c(=O)n(C)c1=O
1,1,-2,2,0,-1.6,-5,3,7,COc1cc(/C=C2/NC(=O)N(Cc3ccccc3F)C2=O)ccc1Oc1ccc([N+](=O)[O-])cn1
-3,0,-1,8,2,0.7,0,-1,9,Cc1cc(N)c(C)c([N+](=O)[O-])c1C

Screens deposited in PubChem by several laboratories.
